HIF act: HIF pathway transcriptional activation; U2OS HRE-luciferase reporter, luminescence; normalized: DMSO 0%, desferrioxamine 100%; activation, % at 7.5 µM (by protocol); actives 0.32% (n = 300,000); AID 1910;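 active = mean activation of at least 10% of the iron chelator positive control signal, with at least half of replicates also reaching 10%; inconclusive = mean and replicate majority disagree about reaching 10%; inactive = mean and most replicates under 10%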
SKKanGAS inh: blocks kanamycin growth of S. pyogenes SKKanGAS strain. BacTiter-Glo, 6 h. inhibition, % at 7.5 µM. actives 1.3% (n = 300,000). AID 1662;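 active = mean replicate score, as percent of positive control median, at least 50; inconclusive = mean below 50 but one replicate at or above 50; inactive = mean and every replicate below 50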;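 note: strain carries kanamycin resistance gene driven by streptokinase promoter and grows in 40 µg/ml kanamycin; loss of luminescence reflects streptokinase promoter inhibition or plain growth inhibition; 0% = median of DMSO wells and 100% = positive control at its reference dose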
HSP90 refold inh: blocks HSP90-mediated luciferase refolding in reticulocyte lysate. Rabbit reticulocyte lysate, luciferase refolding luminescence, 3 h. AID 1789. actives 0.91% (n = 290,000). inhibition, % at 5.6 µM;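 active = inhibition above the screen-wide mean plus 3 SD, computed separately per campaign, cut at about 16% in these data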;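 note: 0% = DMSO wells and 100% = 60 µM geldanamycin wells; inhibitors lower the luminescence because luciferase stays unfolded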
HSF1 inh: HSF1 inhibition; NIH3T3-HGL HSE-luciferase, MG132-induced, luminescence 8 h; active compounds read low; activity change, negative = inhibition, % at 7.5 µM (by protocol); actives 0.77% (n = 300,000);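 active = more than half of replicate wells show activity change below -50%, luminescence cut by over half; inconclusive = some wells, but at most half, below -50%; inactive = no replicate well below -50%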;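 note: luciferase reports HSF-1 transcriptional activity via heat shock element; 0% = median of DMSO wells and -100% = zero luminescence signal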
AI-2 QS modul: modulators of Vibrio harveyi AI-2 quorum sensing system. Vibrio harveyi JMH597 AI-2 luminescence/OD600 ratio, 9 h; active compounds read low; strain lacks LuxN and CqsS sensors; 0 = neutral-control median. activity change, % at 7.5 µM. actives 0.4% (n = 300,000). AID 2094; in the data active = activity change below about -75%, passing the limit was not always enough; inconclusive = no clear call, values can overlap the other calls;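 note: luminescence divided by OD600 gain over 9 h not by final OD600 alone; inactives centre near 13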
Platelet DG rel: modulates dense granule release in human platelets; human platelet-rich plasma, SFLLRN dense granule ATP release, luminescence; inhibition, %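 (compounds screened at 7.5 µM in platelet-rich plasma)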; actives 0.22% (n = 300,000); AID 1663;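 active = mean replicate score, as percent of positive control, at or above 50; inconclusive = mean below 50 but at least one replicate at or above 50; inactive = mean and every replicate below 50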
IEC-6 tox: counter-screen for KLF5 inhibitors: cytotoxicity in IEC-6 cells; inhibition, % at 5 µM; IEC-6 cytotoxicity, luminescence viability; actives 0.78% (n = 290,000); AID 1825; in the data active = inhibition above about 22%;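 note: 0% = plate median of test compound wells and 100% = cytotoxic reference compound wells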
aSyn 5UTR inh: 5' untranslated region of α-synuclein, MLPCN primary screen. alpha-synuclein 5'UTR reporter, inhibitor activity. inhibition, % (tested at 7.5 µM). actives 0.82% (n = 300,000). AID 1813; in the data active = inhibition above about 60%; inconclusive = no clear call, values can overlap the other calls;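 note: H4 neuroglioblastoma cells stably carrying SNCA 5'UTR luciferase fusion; 0% = DMSO wells and 100% = positive control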
KLF5 inh: kruppel-like factor 5 inhibition | DLD-1 KLF5 promoter-luciferase reporter, luminescence | inhibition, % at 5 µM | actives 0.23% (n = 290,000) | AID 1700;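 active = inhibition above a per-plate limit of that plate's mean compound inhibition plus 3 SD, cut at about 60% in these data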;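 note: 0% = DMSO wells and 100% = LY294002 at 200 µM; higher means less KLF5 promoter-driven luciferase light; inactives centre near -14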
HSF1 activator: increases HSF-1 driven luciferase reporter signal | NIH3T3-HGL HSF-1 luciferase reporter, MG132, 8 h; 100% = twice DMSO control signal | activation, % at 9 µM | actives 1.7% (n = 300,000) | AID 504408;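 active = mean replicate activation of at least 50% with a set share of replicates each reaching 50%; inconclusive = only one of those two conditions met; inactive = mean below 50% and too few replicates reaching it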;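 note: 0% = median of the neutral control wells and 100% = twice that signal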
The depositor's hits bear a star; ? = inconclusive; / = not tested or not shown. Hits appear at their usual frequency; about 6% have a hit in one of these screens.

Order of results: HIF act	SKKanGAS inh	HSP90 refold inh	HSF1 inh	AI-2 QS modul	Platelet DG rel	IEC-6 tox	aSyn 5UTR inh	KLF5 inh	HSF1 activator
- COc1ccc(CC(=O)NNC(=O)CSc2nnc(Cc3ccc(OC)cc3)n2-c2ccccc2)cc1
 : 0.0	-7.0	-2.7	-6.3	5.9	-0.1	4.3	-24.4	-21.9	-9.0
- CC(=O)c1ccc(S(=O)(=O)N(C)CC(=O)N2CCCCCC2)cc1
 : -0.1	4.9	-0.5	-7.0	24.6	11.9	-6.3	-5.4	-35.2	-1.7
- O=C(NCc1ccccn1)C(C(=O)c1ccc(F)cc1)n1ccccc1=O (stereo unspecified)
 : -0.4	-2.2	-1.3	-8.6	4.0	2.2	-0.7	3.7	-10.4	11.3
- COCCn1c(SCC(=O)Nc2ccc(NC(C)=O)cc2)nc2c([nH]c3ccccc32)c1=O
 : 0.2	-2.4	0.1	-4.6	-7.0	30.6	3.5	6.1	-26.9	-13.1
- CC(C)=CCc1c([C@@H]2CCc3ccc(O)cc3O2)cc2c(c1O)OC(C)(C)C=C2
 : 0.7	26.2	/	1.2	-3.2	0.5	/	-30.5	/	12.3
- Cc1cc(C)nc(/N=C(\N)Nc2ccc(-c3ccccc3)cc2)n1
 : -1.6	0.6	-0.8	-12.9	-1.1	0.5	-1.3	-32.4	-12.1	-32.6
- CCOC(=O)c1sc(NC(=O)CSc2nnnn2-c2ccccc2)c(C(=O)OCC)c1C
 : -0.1	7.4	-4.0	16.0	-1.0	4.1	-5.7	5.0	8.1	26.1
- CN(C)c1ccnc2sc(C(=O)c3ccc(Br)cc3)c(N)c12
 : 1.1	21.0	-4.2	-11.0	18.7	-1.1	-0.2	-85.4	-9.5	-30.4
- Cc1cc([N+](=O)[O-])nn1Cc1ccc(C(=O)N/N=C/c2ccc(N(C)C)cc2)cc1
 : 0.2	-4.2	-4.2	-9.8	-1.0	-6.1	7.4	-4.8	2.8	0.1
- O=C1CC(N2CCOCC2)C(=O)N1Cc1ccc(N2CCCC2=O)cc1 (stereo unspecified)
 : -0.6	-0.8	-3.0	2.6	8.9	3.8	0.4	4.9	-19.5	-17.0
- CCOCCCNC(=O)C(c1ccc(OC)cc1)N(Cc1cccs1)C(=O)CNC(C)=O (stereo unspecified)
 : 0.3	1.2	0.6	-5.7	3.3	-3.6	-3.7	4.9	-19.6	3.3
- O=C(Cc1ccc(-n2c(=O)c3ccccc3n(Cc3ccc(F)cc3)c2=O)cc1)NCC1CCCO1 (stereo unspecified)
 : -0.2	7.3	0.7	4.7	19.6	7.2	0.9	32.7	-15.7	-1.4
- COc1cc(O)c(NC(C)=O)c2nonc12
 : -0.3	-3.4	4.0	-5.0	31.8	1.7	0.2	6.7	-3.1	18.4
- CCCCCC(=O)Nc1cccc(C2=NOC3(C2)C[C@H](C(N)=O)N(C(=O)c2ccccc2C(=O)c2ccccc2)C3)c1 (stereo partly specified)
 : -0.6	8.6	/	4.2	14.3	10.1	/	15.5	/	23.8
- COc1ccccc1NC(=O)CCCN1C(=O)C(c2ccccc2)Oc2cccnc21 (stereo unspecified)
 : -1.1	-2.0	3.5	-2.1	1.5	-20.2	9.0	22.0	-17.8	6.5

Looked up above:
CCOCCCNC(=O)C(c1ccc(OC)cc1)N(Cc1cccs1)C(=O)CNC(C)=O (stereo unspecified) – HSP90 refold inh = 0.6
Cc1cc(C)nc(/N=C(\N)Nc2ccc(-c3ccccc3)cc2)n1 – AI-2 QS modul = -1.1

Next section.
Order of results: HIF act	SKKanGAS inh	HSP90 refold inh	HSF1 inh	AI-2 QS modul	Platelet DG rel	IEC-6 tox	aSyn 5UTR inh	KLF5 inh	HSF1 activator
- Cc1ccc(N(CC(=O)NCc2ccc3c(c2)OCO3)C(=O)c2csnn2)cc1
 : -0.4	-9.3	3.6	5.1	/	-0.5	1.9	-3.3	-6.1	15.4
- CCOC(=O)c1cc(C(=O)Nc2sc3c(c2C#N)CCCC3)nn1C
 : 0.7	-2.5	5.7	-0.4	10.6	6.3	4.8	-24.0	-36.0	-7.2
- O=C(CSc1nc2ccccc2c(=O)n1-c1ccccc1)N/N=C/C=C/c1ccccc1[N+](=O)[O-]
 : -2.4	5.5	7.1	2.8	30.8	8.0	4.6	34.1	-7.0	4.0
- O=C(O)/C=C/S(=O)(=O)c1ccc2ccccc2c1
 : -0.4	-6.6	0.8	-0.4	7.0	-1.8	-4.5	-23.0	-45.4	2.3
- COc1c(Cl)cc(C(=O)NCc2ccco2)cc1Cl
 : 0.3	3.3	-1.0	3.2	/	4.0	4.4	5.0	-0.6	8.4
- CCOc1cc(C(C(=O)NCC2CCCO2)N(C(=O)Cn2nnc3ccccc32)c2ccc(C(C)=O)cc2)ccc1O (stereo unspecified)
 : 0.3	1.1	0.1	-0.2	2.1	8.9	-1.9	-67.5	-29.0	0.2
- O=C(COc1ccc2ccccc2c1)N/N=C/c1ccccn1
 : 0.1	-6.7	0.1	-3.5	36.9	2.5	-7.2	-5.5	-43.9	8.9
- Cc1cc(CC(=O)O)c(C)cc1CC(=O)O
 : 0.1	-10.0	-1.6	2.2	-7.2	-5.8	2.4	-8.4	21.9	5.3
- O=C(CN1CCCCCC1)N/N=C/c1ccc(Cl)c(Cl)c1
 : 0.8	24.6	-0.9	2.5	18.6	-3.4	-7.8	-13.9	-34.9	4.2
- O=C(NC1CCCCCC1)C1CCN(S(=O)(=O)c2ccc(F)cc2)CC1
 : -0.5	-11.2	-0.7	-5.3	-4.0	-14.4	-1.7	15.5	7.3	-26.0
- COc1ccc(-c2nc(C#N)c(N3CCN(c4cccc(Cl)c4)CC3)o2)cc1OC
 : 0.0	9.2	/	-9.3	16.7	-5.6	/	14.9	/	-1.1
- COC(=O)c1cc(C(=O)OC)cc(N2C(=O)CC(NNC(=O)c3ccc(C)cc3)C2=O)c1 (stereo unspecified)
 : -0.2	-6.4	6.1	10.8	3.0	-13.6	-0.5	-8.0	-27.8	11.4
- CC(C)C1COC(c2cccn2Cc2ccccc2Cl)=N1 (stereo unspecified)
 : -0.3	1.3	-0.5	3.4	12.9	-1.0	4.0	4.7	-12.8	47.7
- CC(C)OCCCNC(=O)C(=O)N/N=C/c1ccc(OCc2ccccc2)cc1
 : 2.0	9.2	0.2	4.0	17.4	6.4	4.8	-66.8	0.0	11.8
- C/C(=N\NC(N)=S)C1(C)CCCCC1
 : 0.6	-0.8	5.9	-1.3	-0.5	-0.4	5.9	7.2	11.9	20.4

Order of results: HIF act	SKKanGAS inh	HSP90 refold inh	HSF1 inh	AI-2 QS modul	Platelet DG rel	IEC-6 tox	aSyn 5UTR inh	KLF5 inh	HSF1 activator
- COc1ccc(CCC(=O)NCCS(=O)(=O)N2CCN(c3ccccc3F)CC2)cc1
 : 0.2	1.8	/	1.7	-4.0	-0.3	/	6.5	/	13.8
- COc1ccc2cnn(-c3ccc(OC(F)(F)F)cc3)c(=O)c2c1OC
 : 1.1	-4.6	0.1	-1.6	23.6	-4.5	-5.3	-90.1	-20.6	4.7
- O=C(OCC(=O)N1CCN(c2ccccc2)CC1)c1ccc(Cl)cc1[N+](=O)[O-]
 : 0.0	-7.6	/	2.0	-67.0	3.5	/	-1.6	/	-17.1
- Brc1ccc(-c2nc(-c3ccccc3)no2)o1
 : 2.7	-6.2	-3.2	21.1	14.3	8.6	6.4	-141.5	-1.6	36.5
- CCCNC(=O)c1ccccc1NC(=O)c1ccc2c(=O)n3c(nc2c1)CCC3
 : -0.2	14.0	/	-0.5	0.3	21.8	/	-0.4	/	3.5
- COc1cc(NC(=O)C2CCCN2S(=O)(=O)c2ccc3c(c2)CC(C)N3C(C)=O)cc(OC)c1 (stereo unspecified)
 : 1.1	-14.8	2.2	2.5	13.3	-0.2	-1.7	-2.3	-36.4	10.6
- CC1(C(=O)Nc2nccs2)Cc2ccccc2C(=O)O1 (stereo unspecified)
 : -0.4	-8.6	-0.8	18.1	28.3	-11.2	2.3	-1.2	-1.9	32.7
- Cn1cc(/C=C(\C#N)C(=O)Nc2cccc([N+](=O)[O-])c2)c2ccccc21
 : -1.1	-8.8	4.4	?	54.6	2.8	2.2	15.5	-18.1	-36.7
- Cc1cccc(-n2c(C)cc(/C=C3\NC(=O)NC3=O)c2C)c1
 : -0.1	4.5	0.5	-3.3	-9.3	1.1	0.9	-22.3	6.0	15.8
- Cc1cc(C)c(S(C)(=O)=O)c(Sc2ccc(Cl)cc2)n1
 : 0.5	1.0	-0.4	2.0	15.8	-4.2	-3.9	11.0	-41.7	3.7
- Cc1ccc(CC(=O)Nc2ccc(C(=O)N3CCCCC3)cc2)cc1
 : 0.7	4.3	-5.0	0.3	-9.4	3.5	0.1	-16.7	-20.4	-0.1
- CCCCCn1c(=O)[nH]c2cc(C(=O)NCc3ccc4c(c3)OCO4)ccc2c1=O
 : -0.7	-13.6	-3.0	-9.3	1.3	1.1	-2.4	0.2	1.8	-2.2
- COc1ccc(CN2CCNC(=O)C2CC(=O)NC2CC(C)(C)CC(C)(C)C2)cc1OC (stereo unspecified)
 : 0.0	-2.5	-0.6	-70.4*	17.7	2.2	-1.2	6.4	2.4	-78.5
- CC(NS(=O)(=O)c1ccc(F)cc1)C(c1cccs1)N1CCOCC1 (stereo unspecified)
 : 0.0	-3.4	5.4	-4.9	23.9	6.3	-1.0	-1.3	-4.3	-23.1
- CC(=O)NC(Cc1cccc(C)c1)C(=O)NC1CCN(S(=O)(=O)c2ccccc2)CC1 (stereo unspecified)
 : -0.2	-1.2	-2.1	1.2	55.3	-2.3	-2.6	1.1	1.8	4.9
- O=C(NC1CCCC1)C1(c2ccccc2)CCN(S(=O)(=O)c2ccccc2)CC1
 : 0.1	-1.2	3.7	-4.3	8.5	5.1	6.4	17.4	-11.7	-2.3

In the list so far, these have a Cl atom:
Order of results: HIF act	SKKanGAS inh	HSP90 refold inh	HSF1 inh	AI-2 QS modul	Platelet DG rel	IEC-6 tox	aSyn 5UTR inh	KLF5 inh	HSF1 activator
- COc1c(Cl)cc(C(=O)NCc2ccco2)cc1Cl
 : 0.3	3.3	-1.0	3.2	/	4.0	4.4	5.0	-0.6	8.4
- O=C(CN1CCCCCC1)N/N=C/c1ccc(Cl)c(Cl)c1
 : 0.8	24.6	-0.9	2.5	18.6	-3.4	-7.8	-13.9	-34.9	4.2
- COc1ccc(-c2nc(C#N)c(N3CCN(c4cccc(Cl)c4)CC3)o2)cc1OC
 : 0.0	9.2	/	-9.3	16.7	-5.6	/	14.9	/	-1.1
- CC(C)C1COC(c2cccn2Cc2ccccc2Cl)=N1 (stereo unspecified)
 : -0.3	1.3	-0.5	3.4	12.9	-1.0	4.0	4.7	-12.8	47.7
- O=C(OCC(=O)N1CCN(c2ccccc2)CC1)c1ccc(Cl)cc1[N+](=O)[O-]
 : 0.0	-7.6	/	2.0	-67.0	3.5	/	-1.6	/	-17.1
- Cc1cc(C)c(S(C)(=O)=O)c(Sc2ccc(Cl)cc2)n1
 : 0.5	1.0	-0.4	2.0	15.8	-4.2	-3.9	11.0	-41.7	3.7
